High-throughput results deposited in PubChem BioAssay by The Scripps Research Institute Molecular Screening Center.
PAFAH2 FP inh – inhibitors of human PAFAH2; recombinant PAFAH2, FP-rhodamine activity probe, fluorescence polarization; inhibition, % at 3.39 µM; 340,000 compounds, 0.99% hits;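 active = inhibition above the mean over all tested compounds plus 3 SD, cut at about 30% in these data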;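 also: inhibitors block probe labeling of enzyme so polarization drops; 0% = enzyme with DMSO and 100% = wells lacking PAFAH2 protein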
LYPLA1 inh – counter-screen for PME1 inhibitors: inhibitors of human LYPLA1; O75608; recombinant LYPLA1, FP-Rh probe fluorescence polarization; inhibition, % at 5.9 µM; 320,000 compounds, 0.16% hits; AID 2174;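 active = inhibition above the mean of all tested compounds plus 3 SD, set per campaign, cut at about 14% in these data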;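 also: inhibitors block serine hydrolase probe labeling of LYPLA1 so polarization falls; 0% = enzyme with DMSO and 100% = wells lacking LYPLA1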
PAD4 FP inh – inhibitors of human PAD4. AID 485272. inhibition, % at 6.36 µM. 330,000 compounds, 0.41% hits. recombinant PAD4, RCA probe fluorescence polarization;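 active = percent inhibition above a cutoff equal to the mean of all tested compounds plus 3 SD, cut at about 15% in these data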;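 also: 0% = PAD4 with RCA probe and DMSO and 100% = probe without PAD4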
Target sequence (Q9UM07 whole entry, looked up): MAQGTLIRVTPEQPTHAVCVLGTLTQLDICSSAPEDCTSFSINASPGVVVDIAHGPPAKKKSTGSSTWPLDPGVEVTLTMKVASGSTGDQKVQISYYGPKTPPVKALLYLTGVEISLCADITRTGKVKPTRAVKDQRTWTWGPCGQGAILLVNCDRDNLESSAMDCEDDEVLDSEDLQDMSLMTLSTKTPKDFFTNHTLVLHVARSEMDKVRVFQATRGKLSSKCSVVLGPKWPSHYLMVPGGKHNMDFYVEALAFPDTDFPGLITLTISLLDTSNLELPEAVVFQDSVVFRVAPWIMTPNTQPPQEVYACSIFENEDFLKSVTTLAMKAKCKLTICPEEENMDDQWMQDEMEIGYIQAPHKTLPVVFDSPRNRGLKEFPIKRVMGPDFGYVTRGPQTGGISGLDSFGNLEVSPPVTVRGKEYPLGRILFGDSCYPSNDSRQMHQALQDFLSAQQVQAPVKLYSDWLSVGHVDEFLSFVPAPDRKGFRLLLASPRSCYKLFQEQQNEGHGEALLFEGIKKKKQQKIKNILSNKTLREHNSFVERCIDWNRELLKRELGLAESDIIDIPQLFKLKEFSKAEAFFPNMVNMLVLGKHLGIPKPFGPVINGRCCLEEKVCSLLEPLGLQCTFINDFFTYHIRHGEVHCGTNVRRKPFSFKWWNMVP
GSTO1 counter – counter-screen for RBBP9 inhibitors: inhibitors of human GSTO1 | P78417 | inhibition, % at 5.96 µM | 300,000 compounds, 1.1% hits | recombinant GSTO1, activity-based probe fluorescence polarization;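 active = inhibition above the campaign mean inhibition plus 3 SD, cut at about 35% in these data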;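 also: 0% = GSTO1-1 with DMSO and 100% = wells lacking GSTO1-1 enzyme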
PME-1 primary – blocks human protein phosphatase methylesterase 1; recombinant PME-1, FP-Rh probe fluorescence polarization; inhibition, % at 5.9 µM; 320,000 compounds, 0.53% hits; AID 2130;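 active = inhibition above the campaign mean of all compounds plus 3 SD, cut at about 26% in these data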;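 also: competitive labeling of PME-1 active site by serine hydrolase directed probe; 0% = PME-1 with DMSO and 100% = wells lacking PME-1 enzyme; inhibitors block probe labeling so polarization falls and inhibition rises; many of its hits are not listed in these tables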
pPAFAH FP inh – inhibitors of human plasma PAF acetylhydrolase (pPAFAH). AID 463082. Q13093. 330,000 compounds, 1.5% hits. inhibition, % at 3.39 µM. recombinant pPAFAH, FP-rhodamine probe fluorescence polarization;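 active = inhibition above the mean inhibition across the screen plus 3 SD, cut at about 25% in these data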;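 also: inhibitors block binding of the rhodamine activity-based probe so polarization drops; 0% = enzyme with DMSO and 100% = wells lacking pPAFAH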
PAFAH1B3 FP inh – PAFAH1B3 (human) inhibition. Q15102. recombinant PAFAH1B3, FP-rhodamine probe, fluorescence polarization. inhibition, % at 3.39 µM. 340,000 compounds, 0.28% hits. AID 492972;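 active = inhibition above the screen-wide average of all tested compounds plus 3 SD, cut at about 25% in these data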;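 also: 0% = enzyme with DMSO only and 100% = wells lacking PAFAH1B3 protein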
Target sequence (Q15102 whole entry, looked up): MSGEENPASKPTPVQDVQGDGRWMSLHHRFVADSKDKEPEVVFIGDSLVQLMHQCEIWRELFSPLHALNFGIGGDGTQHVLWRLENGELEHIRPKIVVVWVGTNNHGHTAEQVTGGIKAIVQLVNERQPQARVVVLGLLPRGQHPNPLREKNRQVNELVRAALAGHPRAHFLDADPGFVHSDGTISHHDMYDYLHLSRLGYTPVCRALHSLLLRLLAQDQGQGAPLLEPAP
Fam108B counter – Fam108B inhibition, counter-screen for RBBP9 inhibitors | 300,000 compounds, 0.33% hits | recombinant Fam108B, FP-Rh probe fluorescence polarization | AID 1947 | inhibition, % at 9.51 µM;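 active = inhibition above the screen mean inhibition plus 3 SD, computed separately per campaign, cut at about 18% in these data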;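 also: inhibitors lower polarization as less probe binds the enzyme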
PAFAH1B2 FP inh – blocks human PAF acetylhydrolase 1b catalytic subunit 2. 340,000 compounds, 1.2% hits. P68402. inhibition, % at 3.39 µM. AID 492953. recombinant PAFAH1B2, FP-rhodamine activity probe, fluorescence polarization;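 active = inhibition above the mean of all tested compounds plus 3 SD, cut at about 24% in these data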;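 also: 0% = enzyme with DMSO and 100% = wells lacking PAFAH1B2; many of its hits are not listed in these tables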
Active calls of the source: *; . = not tested or not shown. This is a subset; the hit share may differ from the screen's.

1) CCCCNC(=O)O[C@@H]1C[C@H]2CCCC(=O)N3CC[C@@H](C1)[C@@H]23
2) CC(=O)c1cccc(CN2CCCC(C(=O)c3ccc4c(c3)OCO4)C2)c1 (centres undefined)
3) CCS(=O)(=O)c1ccc2oc(Nc3cccc(OC)c3)nc2c1
4) COc1ccccc1CNC(=O)c1ccc(NS(=O)(=O)c2cccs2)cc1
5) C=CCC1[C@H](C)[C@H]2[C@@H]3CC[C@@H](C3)[C@H]2CN1S(=O)(=O)c1ccc(C)cc1 (some centres undefined)
6) CC[C@@]1(C(=O)OC)N[C@H](CN(C)C(=O)c2ccc(C)cc2)[C@@H]2C(=O)N(Cc3ccccc3)C(=O)[C@@H]21
7) CC(=O)NCCNc1nc2c(-c3cccc(C(F)(F)F)c3)nnn2c2ccccc12
8) CCOC(=O)C1(Cc2ccccc2C(F)(F)F)CCN(C2CCN(C(C)=O)CC2)CC1
9) Cc1cc(NC(=O)CSc2nnc(-c3ccncc3)n2Cc2ccccc2)n(-c2ccccc2)n1
10) CCCOc1ccc(CCCN=C(N)N)cc1Cl
screen / no.	1	2	3	4	5	6	7	8	9	10
PAFAH2 FP inh	-4	-1	1	-1	3	3	0	1	8	.
LYPLA1 inh	0	-7	-5	0	.	.	5	1	3	-2
PAD4 FP inh	3	-4	3	-10	0	3	-1	0	-2	-1
GSTO1 counter	2	-3	-16	0	.	.	-5	2	-2	6
PME-1 primary	-1	4	2	2	.	.	0	-6	3	2
pPAFAH FP inh	4	4	0	4	5	1	7	5	7	-4
PAFAH1B3 FP inh	2	3	3	4	9	3	6	4	5	.
Fam108B counter	1	-2	1	-5	.	.	-5	-1	-2	0
PAFAH1B2 FP inh	9	-1	4	2	2	5	1	3	4	.

Some of the entries so far, with bars between the fields:
No. | SMILES | PAFAH2 FP inh | LYPLA1 inh | PAD4 FP inh | GSTO1 counter | PME-1 primary | pPAFAH FP inh | PAFAH1B3 FP inh | Fam108B counter | PAFAH1B2 FP inh
10 | CCCOc1ccc(CCCN=C(N)N)cc1Cl | . | -2 | -1 | 6 | 2 | -4 | . | 0 | .
8 | CCOC(=O)C1(Cc2ccccc2C(F)(F)F)CCN(C2CCN(C(C)=O)CC2)CC1 | 1 | 1 | 0 | 2 | -6 | 5 | 4 | -1 | 3
5 | C=CCC1[C@H](C)[C@H]2[C@@H]3CC[C@@H](C3)[C@H]2CN1S(=O)(=O)c1ccc(C)cc1 (some centres undefined) | 3 | . | 0 | . | . | 5 | 9 | . | 2
4 | COc1ccccc1CNC(=O)c1ccc(NS(=O)(=O)c2cccs2)cc1 | -1 | 0 | -10 | 0 | 2 | 4 | 4 | -5 | 2

Carrying on:
11) CCOC(=O)N1CCN(C(=O)C2CCCCC2)CC1
12) Brc1ccc(C2=CC(c3ccco3)n3ncnc3N2)cc1 (centres undefined)
13) Cc1ccc(C2=NN(C(=O)C3CCCO3)C(c3ccco3)C2)cc1 (centres undefined)
14) O=C(CN1CCCCCC1)Nc1cc(C(F)(F)F)ccc1Cl
15) NC(=O)C1(N2CCCCC2)CCN(C(=S)NCCc2ccccc2)CC1
16) CN1C(=O)/C(=C/c2ccccc2OCc2ccccc2F)NC1=S
17) CCC(C)Nc1nc(-c2ccccn2)nc2ccccc12 (centres undefined)
18) COC(=O)C1=C(N)OC2=C(C(=O)CC(C)(C)C2)C1c1cc2c(cc1Cl)OCO2 (centres undefined)
19) COc1ccc(OCCN2CCN(C(=O)c3ccc(OC(F)F)c(OC)c3)CC2)cc1
20) COc1ccc(CN(C)C(=O)Cn2cnc3c(NCc4ccccc4)ncnc32)cc1OC
screen / no.	11	12	13	14	15	16	17	18	19	20
PAFAH2 FP inh	5	4	10	-12	-1	-1	-1	9	-1	-1
LYPLA1 inh	1	-5	-6	6	2	-6	2	0	-1	.
PAD4 FP inh	2	-10	-1	-2	-6	5	-1	2	0	2
GSTO1 counter	-3	1	5	-1	4	4	-1	-1	2	.
PME-1 primary	-4	-5	-5	-2	3	-5	-3	1	-8	.
pPAFAH FP inh	0	4	3	2	4	2	3	-1	4	0
PAFAH1B3 FP inh	-2	1	5	1	2	-9	1	16	-2	10
Fam108B counter	-2	1	-1	4	0	5	-4	-1	2	.
PAFAH1B2 FP inh	7	7	1	3	-3	0	2	6	-1	1

21) CCN1CCN(CCNC(=O)c2ccc3c(c2)N(Cc2cccc(Cl)c2)C(=O)c2ccccc2S3=O)CC1 (centres undefined)
22) N#CC1(NC(=O)CSc2ccccn2)CCCCC1
23) COc1ccccc1-c1nnc2n1N=C(C)CS2
24) COP1(=O)C=C[C@H](N(Cc2ccccc2)S(=O)(=O)c2ccccc2[N+](=O)[O-])[C@@H](C)O1 (some centres undefined)
25) CC(=O)N1CCc2cc(S(=O)(=O)N3c4ccccc4CC3C)ccc21 (centres undefined)
26) O=C1NC(c2cccs2)Nc2sc3c(c21)CCCC3 (centres undefined)
27) Cc1ccnc(NC(=O)c2ccc(C(=O)c3ccccc3)cc2)c1
28) CCOc1ccc(N2CC(O)(c3ccc(F)cc3)[N+]3=C2CCCC3)cc1 (centres undefined)
29) Cc1cc(C)n2nc(C(=O)NC(C)(C)C)nc2n1
30) O=C(/C=C/c1ccc(F)cc1)NC(=S)NC1CCCCC1
screen / no.	21	22	23	24	25	26	27	28	29	30
PAFAH2 FP inh	-4	1	1	-3	9	-7	-4	-2	2	3
LYPLA1 inh	-3	6	2	2	1	1	2	0	2	0
PAD4 FP inh	-4	2	-2	-8	4	0	-3	3	4	1
GSTO1 counter	5	-12	7	31	-1	23	-6	7	11	6
PME-1 primary	-2	3	1	2	5	4	-1	4	0	2
pPAFAH FP inh	2	0	9	2	6	10	2	0	-5	1
PAFAH1B3 FP inh	-4	0	1	3	6	-4	1	0	13	-1
Fam108B counter	-4	-2	15	-1	-1	9	4	6	4	3
PAFAH1B2 FP inh	-3	-2	-2	5	23	-2	-1	1	3	-7

31) CN(c1ccc(OC(=O)CC2OC(=O)c3ccccc32)cc1)S(=O)(=O)c1ccccc1 (centres undefined)
32) CCCCn1c(N)c(N(Cc2ccccc2OC)C(=O)c2c(CC)noc2C)c(=O)[nH]c1=O
33) CSc1nsc(NC(=O)CCNC(=O)c2ccc([N+](=O)[O-])cc2)n1
34) COC(=O)CCC(=O)Nc1sc(C)c(C)c1C(N)=O
35) Cc1n[nH]c(=O)c2c(NC(=O)CSc3ccccc3Cl)oc(C)c12
36) O=C(c1ccc(Cl)cc1)N1CCCC(C(=O)N2CCc3ccccc3C2)C1 (centres undefined)
37) CC1=NC(C)(C)Cc2ccccc21
38) CCOc1ccc(Br)cc1S(=O)(=O)Nc1ccc(Cl)c(S(=O)(=O)N(CC)c2ccccc2)c1
39) Cc1cc2ncn(CC(O)COc3cccc(C(=O)O)c3)c2cc1C (centres undefined)
40) O=C(O)c1ccc(S(=O)(=O)c2ccc3c(c2)C(=O)N(CC2CCCO2)C3=O)cc1 (centres undefined)
screen / no.	31	32	33	34	35	36	37	38	39	40
PAFAH2 FP inh	26	3	0	-4	3	1	6	-16	0	0
LYPLA1 inh	0	0	3	7	1	-1	-1	-14	4	1
PAD4 FP inh	-3	4	1	-2	-3	-2	-1	-1	-1	0
GSTO1 counter	.	0	10	3	4	-3	9	-16	1	5
PME-1 primary	6	-6	-5	6	-3	4	2	-17	-2	0
pPAFAH FP inh	1	-1	6	2	3	-2	3	20	6	4
PAFAH1B3 FP inh	6	7	6	3	-3	12	8	1	7	1
Fam108B counter	.	-1	1	1	-2	0	-6	-19	9	5
PAFAH1B2 FP inh	3	-5	2	3	4	0	2	13	7	4

41) COc1ccccc1-c1nnc(NC(=O)c2ccc(S(=O)(=O)N3CCCC3)cc2)o1
42) O=C(Nc1nc(-c2cc3ccccc3oc2=O)cs1)c1ccco1
43) Nc1nonc1-n1nnc(C(=O)N/N=C/c2cccc(F)c2)c1-c1ccccc1
44) CCOC(=O)N1CCN(c2c(NCCOC)c(=O)c2=O)CC1
45) COc1cccc(CNC(=O)CN2C(=O)COc3ccc(S(=O)(=O)N4CCCCCC4)cc32)c1
46) CCCCNC(=O)c1ccc(Cn2c(=S)[nH]c3c([nH]c4ccc(OC)cc43)c2=O)cc1
47) CNC(=O)c1nc(C)c(C2(C)CC(c3ccccc3)=NO2)s1 (centres undefined)
48) CCOC(=O)C1(CCOc2ccccc2)CCN(Cc2cnc(SC)nc2)CC1
49) CC(=O)c1ccc(N2CCN(S(=O)(=O)c3cc4c(cc3C)NC(=O)CO4)CC2)cc1
50) Cc1ccccc1NC(=O)c1c(C)cc(=O)oc1C
51) CCN(CC(=O)Nc1ccccc1OC)C(=O)c1cc(-c2ccccc2)nn1-c1ccccc1
52) COn1c(SCc2ccccc2)nc2ccccc2c1=O
53) CCOC(=O)c1nnn(-c2nonc2N)c1COc1cc(C)c(Cl)c(C)c1
screen / no.	41	42	43	44	45	46	47	48	49	50	51	52	53
PAFAH2 FP inh	7	-2	-12	-2	3	-7	-4	-8	6	6	3	0	3
LYPLA1 inh	-1	-4	0	2	3	-4	-4	5	-4	2	1	-4	-11
PAD4 FP inh	2	4	6	-1	1	-4	-2	2	-3	0	-4	-9	5
GSTO1 counter	6	-12	2	2	-4	-1	5	-9	5	3	1	-5	-1
PME-1 primary	-8	-8	1	8	3	-6	1	-1	-3	-3	-1	7	1
pPAFAH FP inh	-3	1	0	-2	0	2	3	2	-1	-1	5	4	3
PAFAH1B3 FP inh	6	7	-6	-1	2	1	5	6	-3	6	16	-3	-6
Fam108B counter	1	-1	-3	2	1	-8	1	0	-5	-2	1	5	-2
PAFAH1B2 FP inh	5	4	-1	3	1	-6	-1	3	-1	2	5	3	5
